Growth percent in the NCI-60 one-dose screen (48 h, 10 µM unless noted): 100 = growth as untreated, 0 = no growth, -100 = all killed.
SR – SR leukemia cells; hit rate 8.7% among 73,000; AID 1794780
MOLT-4 – MOLT-4 leukemia cells | hit rate 6.9% among 80,000
RPMI-8226 – RPMI-8226 leukemia cells; hit rate 7.5% among 77,000
K-562 – K-562 leukemia; hit rate 7.4% among 78,000
HOP-62 – HOP-62 NSCLC. hit rate 3.9% among 80,000. AID 1794735
CCRF-CEM – CCRF-CEM leukemia; hit rate 7% among 77,000; AID 1794778
MDA-MB-435 – MDA-MB-435 melanoma; hit rate 7.8% among 82,000
HOP-92 – HOP-92 NSCLC cells. hit rate 6.3% among 71,000
* hit, by the source's call; · = not tested or not shown; & = joins results of further samples. The calls were made as follows: active = growth percent below 10; inactive = the rest.

SMILES	SR	MOLT-4	RPMI-8226	K-562	HOP-62	CCRF-CEM	MDA-MB-435	HOP-92
COc1cc(C2=NN(c3cc(Cl)cc(Cl)c3)C(c3sc(N(C)Cc4ccccc4)nc3Cl)C2)cc(OC)c1OC (stereo not given)	91	90	89	88	79	96	103	78
O=C(/C=C/c1ccc[nH]1)c1ccc(-n2ccc(C(F)(F)F)n2)c(F)c1	80	84	-6.1*	77	103	60	99	92
COc1ccc(-c2cc(-c3ccccc3)nc(SCCCC(=O)O)n2)cc1	96	107	103	98	102	103	95	116
COc1cccc(-c2oc3cc(OC)ccc3c(=O)c2O)c1	47	73	52	49	64	52	79	59
N=c1nc(N)nc2c3cc(Br)ccc3nnn12	87	78	61	·	73	66	73	52
CCOC(=O)CCCCN1C(=O)S/C(=C\c2ccc([N+](=O)[O-])cc2)C1=O	95	108	98	94	112	114	103	85
COc1ccc(Nc2nc(NCCNc3ccnc4cc(Cl)ccc34)nc(N3CCOCC3)n2)cc1	7.7*	36	46	6.8*	92	56	11	·
Nc1nc(-c2ccc(Cl)cc2)cc(-c2ccc(Nc3nc(Nc4ccccc4)nc(Nc4ccc(Cl)cc4)n3)cc2)n1	·	42	53	38	70	50	89	35
COc1cc(NC(=O)c2cncnc2Nc2ccc3c(ccn3Cc3ccccn3)c2)cc(OC)c1	13	25	44	17	44	22	-6.7*	54
CN(C)c1ccc(/C=N/Nc2nc(Nc3ccccc3)nc(Nc3ccc(S(N)(=O)=O)cc3)n2)cc1	70	56	48	60	88	47	88	117
CCN(CC)/C([O-])=c1\cccc\c1=C1\N=C(c2ccccc2)N=C1[n+]1ccc(-c2ccccc2)cc1	102	88	98	97	97	85	97	87
O=C(CCC(=O)c1nc2ncccc2[nH]1)NN1C(=O)CSC1c1cccc([N+](=O)[O-])c1 (stereo not given)	119	119	105	105	97	123	104	105
CC(=O)OCC(=O)[C@@]1(O)CC[C@H]2[C@@H]3C[C@H](F)C4=CC(=O)CC[C@]4(C)[C@H]3[C@@H](O)C[C@@]21C	98	80	·	106	96	64	110	93
O=C(NC1CCCCC1)C(c1cccs1)N(CCc1ccccc1)C(=O)c1ccco1 (stereo not given)	86	85	80	83	91	94	104	75
O=C(O)c1c(O)ccc(N=Nc2ccc(N=Nc3ccc4c(S(=O)(=O)O)cccc4c3O)c3ccccc23)c1O	144	·	105	104	107	101	120	104
CC(=O)N(CCC(C)C)c1ccccc1	112	106	102	107	107	106	110	109
CC(C)Cc1cc(CNS(=O)(=O)Cc2ccccc2)nn1-c1ccccc1	83	65	94	84	87	97	112	97
CN(C)c1ccc(/C=c2/sc3nc(=O)c(-c4ccccc4NC(=O)C(F)(F)F)nn3c2=O)cc1	93	86	93	102	94	100	105	85
C(=C(c1ccccc1)c1ccccc1)=C(c1ccccc1)c1ccccc1	88	90	111	94	108	89	109	·
O=C(NC1C(O)OC(CO)C(O)C1O)NS(=O)(=O)c1ccc(CCNC(=O)c2ccc(Cl)cc2)cc1 (stereo not given)	103	103	105	97	99	101	98	116

Structures shown so far containing a nitro group on carbon, in the order listed:
SMILES	SR	MOLT-4	RPMI-8226	K-562	HOP-62	CCRF-CEM	MDA-MB-435	HOP-92
CCOC(=O)CCCCN1C(=O)S/C(=C\c2ccc([N+](=O)[O-])cc2)C1=O	95	108	98	94	112	114	103	85
O=C(CCC(=O)c1nc2ncccc2[nH]1)NN1C(=O)CSC1c1cccc([N+](=O)[O-])c1 (stereo not given)	119	119	105	105	97	123	104	105

Further entries follow:
SMILES	SR	MOLT-4	RPMI-8226	K-562	HOP-62	CCRF-CEM	MDA-MB-435	HOP-92
Cc1cc2nc3c4ccccc4n(CCO)c3nc2cc1C	27	78	93	74	69	72	95	35
CC1(C)C2=C(CC[C@@H]1O)[C@@]1(C)C[C@H](c3ccoc3)OC(=O)[C@@H]1CC2	110	98	100	107	87	98	106	93
CCN(CC)CCOC(=O)c1c(OC)ccc(OC)c1OC	96	102	100	100	95	99	101	84
CCC(C)[C@H]1O[C@]2(CC[C@@H]1C)C[C@@H]1C[C@@H](C/C=C(\C)[C@@H](OC3C[C@H](OC)C(O[C@H]4C[C@H](OC)[C@@H](O)[C@H](C)O4)[C@H](C)O3)[C@@H](C)/C=C/C=C3\CO[C@@H]4[C@H](O)C(C)=C[C@@H](C(=O)O1)[C@]34O)O2 (stereo not given in full)	·	·	·	14	29	26	3.2*	-6.1*
O=c1oc2ccccc2c(=O)c2ccccc12	104	102	109	101	104	·	114	112
CC1(c2ccccc2F)NC(=O)NC1=O (stereo not given)	103	101	112	109	105	101	98	100
O=C(Nc1nc2c(Cl)cc(Cl)cc2s1)C(Cl)(Cl)Cl	101	98	70	81	88	88	96	71
O=S(=O)(Nc1ccc(Cl)c(F)c1)c1ccc(-c2cnc(C3CC3)o2)cc1	·	29	21	12	32	20	3.3*	42
C/C(=N/N=C(N)N)C(=O)O	102	111	98	·	·	86	105	94
NNC(=O)c1nc[nH]c1C(=O)NN	96	106	109	106	·	108	103	90
COc1ccc2c(c1)nnn1c3ncccc3c(N=O)c21	·	-56*	-56*	-75*	-42*	-23*	-5.6*	-49*
O=[N+]([O-])c1ccc(N2CCCCC2)nc1	·	128	112	142	106	100	108	69
Cc1ccc2c(c1)N=C(Nc1ccccc1)N=S2(C)=O (stereo not given)	85	68	78	103	89	88	99	77
CCCSC(=O)c1ccccc1	78	82	109	93	100	91	98	107
Cc1nn(-c2nc3ccccc3[nH]2)c(N)c1-c1ccc(Cl)cc1	·	31	46	24	61	21	45	70
COc1c(Cl)cc(Cl)c2ccc(C=C3C(=O)N(C)C(=O)N(C)C3=O)nc12	93	100	102	100	37	100	102	119
O=C(CSc1nnc2n1N=C(c1ccc(Cl)c(Cl)c1)CS2)c1ccc(Cl)c(Cl)c1	81	84	98	88	71	91	100	98
O=C(NO)c1ccc(Cn2c(=O)n(CCc3ccc(O)cc3)c(=O)c3ccccc32)cc1	16	16	32	25	68	9.4*	-16*	80
COc1ccc(/C=N/NC(N)=S)cc1	107	136	89	106	93	69	100	68
Cc1ccc2nc(-c3ccc(C(=O)N/N=C\c4ccc(F)cc4)cc3)[nH]c2c1	·	103	93	104	93	101	103	83

Overlap with the part before: three compounds; new compounds follow.
SMILES	SR	MOLT-4	RPMI-8226	K-562	HOP-62	CCRF-CEM	MDA-MB-435	HOP-92
O=C(NO)c1ccc(Cn2c(=O)n(CCc3ccc(O)cc3)c(=O)c3ccccc32)cc1	16	16	32	25	68	9.4*	-16*	80
COc1ccc(/C=N/NC(N)=S)cc1	107	136	89	106	93	69	100	68
Cc1ccc2nc(-c3ccc(C(=O)N/N=C\c4ccc(F)cc4)cc3)[nH]c2c1	·	103	93	104	93	101	103	83
CC(=O)[C@H]1CC[C@]2(C)[C@@H]1CC[C@@H]1[C@@]3(C)C/C(=C/c4ccccn4)C(=O)C(C)(C)[C@@H]3CC[C@]12C	73	91	71	79	115	90	96	89
COc1cc(N=Nc2ccc(O)c3ncccc23)c2ncccc2c1	7.5*	6.7*	32	11	43	5.0*	42	32
C=C(CC(=O)OC)C(=O)OC	99	103	86	97	·	102	110	104
COc1cc(/C=N/NC(=O)COc2ccc(NC(=O)Nc3ccc(Cl)cc3)cc2)ccc1O	83	90	96	98	104	94	104	103
N#Cc1c(N2CCOCC2)nc2sc3cc(Cl)ccc3n2c1=N	108	109	94	106	90	126	114	·
COC(=O)c1ccc2c(c1)nc(-c1ccc(Cl)cc1)n2-c1ccc(Cl)cc1	88	75	83	97	110	83	90	105
CC(C(=O)O)c1cccc(C(=O)c2ccccc2)c1 (stereo not given)	98	99	101	96	98	105	100	77
NC(Cc1cnc[nH]1)C(=O)O (stereo not given)	83&124&84	105&118&102	49&99&106	101&117&105	98&94&109	108&102	107&101&110	85&101&112
O=C1NCC(Nc2ccc(Br)cc2Cl)C(=O)N1 (stereo not given)	101	109	110	96	113	116	111	·
C=CC[n+]1cccc(S(=O)(=O)[O-])c1	97	89	113	90	95	105	94	86
CC1(C)NCCC[C@]2(C)[C@H]3CC[C@H]4[C@H]5[C@H](C(=O)/C=C/c6cccnc6)CCC[C@]5(CO)CC[C@@]4(C)[C@]3(C)CC[C@@H]12	-25*	7.4*	13	-3.1*	97	36	71	48
N#CCCP(=O)(O)CCC#N	·	121	119	110	96	94	100	92
c1ccc(N=Nc2sc(N3N=C(c4cc5ccccc5o4)CC3c3c[nH]c4ccccc34)nc2-c2ccccc2)cc1 (stereo not given)	78	92	95	88	·	·	101	95
O=c1oc2ccccc2cc1-c1csc(N=Nc2c(O)n(Cc3ccccc3)c3ccc(Br)cc23)n1	109	111	114	108	110	104	113	·
SCCNC1CCCCC1	100	103	92	102	104	93	108	109
CC(=O)Oc1cccc2cccnc12	79	94	100	112	96	·	97	92
COc1cc(C2OC34CCCCC3C(C#N)(C(=N)O4)C2(C#N)C#N)cc(OC)c1OC (stereo not given)	63	96	101	96	100	91	99	96
COc1c(N2CC3CCCNC3C2)c(F)cc2c(=O)c(C(=O)N/N=C/c3ccc4c(c3)OCO4)cn(C3CC3)c12 (stereo not given)	-24*	59	61	2.4*	101	32	102	67
CCc1ccc(C(=Nc2ccc(N(C)C(=O)CN3CCN(C)CC3)cc2)c2c(O)[nH]c3ccc(C(=O)OC)cc23)cc1	-28*	-38*	-47*	-61*	·	-16*	-21*	-71*
CC(C)Cc1ccc(C(C)C(=O)OCc2ccc(Cn3c(=O)sn(CCCl)c3=O)cc2)cc1 (stereo not given)	100	62	106	·	99	53	100	105
Cc1ccc(S(=O)(=O)n2cc(CNc3ccc(N4CCOCC4=O)cc3)c3ccccc32)cc1	·	83	68	82	85	54	97	39
CCS(=O)(=O)c1cc(=O)[nH]c(=O)[nH]1	58	128	124	128	106	110	87	162
Cc1ccc(C(=O)Sc2nc(-c3ccc(Cl)cc3)c(C#N)c(=O)[nH]2)cc1	101	104	104	100	93	108	104	74
COc1ccc(C2c3[nH]c4ccc(Cl)cc4c3CCN2c2oc(C)nc2C#N)cc1 (stereo not given)	20	31	45	27	58	44	23	80
O=C(Nc1cccc(NC(=O)c2cccc3ccccc23)c1)c1ccccn1	77	88	94	85	96	104	92	115
CCCCOc1ccc(NC(=O)n2ncc3cc(N=NN(C)C)ccc32)cc1	·	60	53	48	83	60	82	71
COc1cc(/C=C\c2cc(/C=C\c3ccc(O)c(OC)c3)n(C(=O)COc3ccccc3)n2)ccc1O	·	·	-3.5*	·	8.4*	6.8*	8.8*	14
O=C(O)/C=C(\c1nc(-c2ccccc2)c(-c2ccccc2)[nH]1)c1cc(Cl)ccc1O	91	91	88	100	83	88	100	102
Nc1ccc(N=Nc2ccc(S(=O)(=O)O)cc2)c2ccccc12	97	89	98	95	64	102	99	77
Nc1nnc(-c2ccc3ccccc3c2O)o1	·	75	91	94	90	89	110	83
NC(=O)c1ccc[n+](CCBr)c1	82	84	98	86	108	·	103	107
N#CC(C#N)=c1ccc(=C(C#N)C#N)cc1	95	98	105	98	113	99	102	85
CCc1cccc(C2=NS(=O)(=O)c3ccccc32)c1	91	102	100	100	94	112	103	107
O=C1Nc2ccccc2C(c2c[nH]c3ncccc23)N1 (stereo not given)	84	97	115	101	103	102	105	103
Oc1ccc(O)c(/C=N/NC(=S)NC2CC3CC2C2C=CCC32)c1 (stereo not given)	39	55	63	84	79	42	70	98
Oc1c(O)c(Br)c(Br)c(Br)c1O	87	91	100	·	101	98	109	103
CS(=O)(=O)c1ccc(-c2cc(-c3nnc(SCC(=O)c4ccccc4)n3-c3ccccc3)c3ccccc3n2)cc1	80	63	52	74	96	85	97	96
N#Cc1ccc(NC(=O)Nc2cccc(C#N)c2)cc1	72	79	31	46	112	72	79	·
O=C1c2ccccc2C(=Cc2ccccc2)c2ccccc21	8.2*	17	22	8.2*	21	12	-56*	52
C#CCOc1ccc(/C=N/Nc2nc(-c3cc4c(C(C)(C)C)cc(C(C)(C)C)cc4oc3=O)cs2)cc1OC	78	89	63	77	98	94	99	84

The closing seven entries of the section before are carried over, then new ones follow.
SMILES	SR	MOLT-4	RPMI-8226	K-562	HOP-62	CCRF-CEM	MDA-MB-435	HOP-92
O=C1Nc2ccccc2C(c2c[nH]c3ncccc23)N1 (stereo not given)	84	97	115	101	103	102	105	103
Oc1ccc(O)c(/C=N/NC(=S)NC2CC3CC2C2C=CCC32)c1 (stereo not given)	39	55	63	84	79	42	70	98
Oc1c(O)c(Br)c(Br)c(Br)c1O	87	91	100	·	101	98	109	103
CS(=O)(=O)c1ccc(-c2cc(-c3nnc(SCC(=O)c4ccccc4)n3-c3ccccc3)c3ccccc3n2)cc1	80	63	52	74	96	85	97	96
N#Cc1ccc(NC(=O)Nc2cccc(C#N)c2)cc1	72	79	31	46	112	72	79	·
O=C1c2ccccc2C(=Cc2ccccc2)c2ccccc21	8.2*	17	22	8.2*	21	12	-56*	52
C#CCOc1ccc(/C=N/Nc2nc(-c3cc4c(C(C)(C)C)cc(C(C)(C)C)cc4oc3=O)cs2)cc1OC	78	89	63	77	98	94	99	84
CC(/C=C\c1ccccc1)c1ccccc1 (stereo not given)	90	95	86	97	95	90	113	72
Nc1ccnc2cc(Cl)ccc12	81	94	104	106	107	124	100	53
NC(=O)C(=Cn1c(=S)[nH]c2ccc([N+](=O)[O-])cc21)C(N)=O	100	102	96	104	93	102	107	97
CCOC(=O)NC(=S)n1oc(=O)c2ccccc21	114	96	101	112	99	101	101	86
Cc1ccc(NCc2oc(=O)c(CNc3ccc(C)cc3)c(O)c2CO)cc1	110	97	96	·	87	89	104	71
c1ccc(CCCNCCc2ccccc2)cc1	95	94	98	91	100	91	106	79
CCOC(=O)c1cnn(C)c1N	80	63	106	·	101	91	107	105
C(=N\N1CCCCCC1)/c1ccccc1	93	96	114	·	102	58	94	102
N#Cc1cccc(CN2CCc3ncn(Cc4ccc(Cl)cc4)c(=O)c3C2)c1	36	43	22	24	31	36	18	30
C=CCCCCCCCCC(C)=O	93	91	100	95	98	·	105	·
CC1=CC(c2cccs2)N2C=CSC2=N1 (stereo not given)	111	102	102	130	112	100	103	93

Taken from above:
`C=CCCCCCCCCC(C)=O` – RPMI-8226: 100
`Nc1ccnc2cc(Cl)ccc12` – K-562: 106
